KB-3-1 cytotox: kills parental KB-3-1 adenocarcinoma cells. hit rate 1.4% among 400,000. AID 1347075. Potency, µM (series often up to 46.1 µM), for the others: at the top dose activity change, negative = cytotoxic, hits mostly cytotoxic. KB-3-1 viability, CellTiter-Glo ATP luminescence, 72 h; note: % is set by controls: 0 for no effect and ±100 for the full control effect; nearly all actives have a fitted effect of over 60% in size
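72 h, 37 °C compound treatment of KB-3-1 parental cells; CellTiter-Glo added, 10 min, luminescence read. Data corrected against DMSO-only plates and normalized before curve fitting.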
KB-V1 cytotox: KB-V1 MDR subline cytotoxicity; KB-V1 MDR cells viability, CellTiter-Glo, 72 h; Potency, µM (doses to about 46.1 µM), for the others: top-dose activity change, negative = cytotoxicity, most hits filed as cytotoxic; hit rate 3.4% among 400,000; AID 1347076; note: % is set by controls: 0 for no effect and ±100 for the full control effect; nearly all actives have a fitted effect of over 60% in size
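Cells of the MDR subline KB-V1 are plated, dosed with compound at multiple concentrations, and incubated 72 h at 37 degrees C; CellTiter-Glo is then added and luminescence read after 10 min.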
TDP-43 yeast inh: inhibitors of TDP-43 toxicity in yeast; TDP-43 expressing yeast growth rescue, BacTiter-Glo, 24 h; Potency, µM (series often up to 46.1 µM), without a hit: top-dose growth rescue (activation), actives largely listed as activators; hit rate 1.8% among 410,000; AID 652104; note: % of control where 0% means no effect; nearly all actives have a fitted effect of over 50% in size
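Yeast cells expressing TDP-43 under galactose induction are exposed to compounds for 24 hr at 30 deg C. BacTiter-Glo luminescence measures growth, so protective compounds score as activators.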
HEK293 tox: cytotoxicity counter-screen for GLP-1 receptor inverse agonists | HEK293 cAMP-luciferase reporter cells, luminescence, 24 h | Potency, µM (highest dose often 38.3 µM), without a hit: at the highest dose activity change, negative = inhibition, hits mostly inhibitors | hit rate 0.13% among 410,000 | AID 624418;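 note: loss of luciferase light is scored as toxicity; % is set by controls: 0 for no effect and ±100 for the full control effect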
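Cells in DMEM/10% Nu serum/1% pen-strep, 1536-well format. Pre-incubated 12 h, dosed with 23 nL compound, incubated a further 24 h. Luciferase detection, 12 min at room temp, luminescence.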
GLP1R inv ag: GLP-1 receptor (human) inverse agonism | hit rate 1.6% among 410,000 | P43220 | HEK293 GLP-1R CRE-luciferase, luminescence, 24 h; GLP-1R form is constitutively active | Potency, µM (top dose mostly 38.3 µM), for the others: top-dose activity change, negative = inhibition, usual class: inhibitors; note: % is set by controls: 0 for no effect and ±100 for the full control effect; nearly all actives have a fitted effect of over 55% in size
Target sequence (P43220 whole entry, looked up): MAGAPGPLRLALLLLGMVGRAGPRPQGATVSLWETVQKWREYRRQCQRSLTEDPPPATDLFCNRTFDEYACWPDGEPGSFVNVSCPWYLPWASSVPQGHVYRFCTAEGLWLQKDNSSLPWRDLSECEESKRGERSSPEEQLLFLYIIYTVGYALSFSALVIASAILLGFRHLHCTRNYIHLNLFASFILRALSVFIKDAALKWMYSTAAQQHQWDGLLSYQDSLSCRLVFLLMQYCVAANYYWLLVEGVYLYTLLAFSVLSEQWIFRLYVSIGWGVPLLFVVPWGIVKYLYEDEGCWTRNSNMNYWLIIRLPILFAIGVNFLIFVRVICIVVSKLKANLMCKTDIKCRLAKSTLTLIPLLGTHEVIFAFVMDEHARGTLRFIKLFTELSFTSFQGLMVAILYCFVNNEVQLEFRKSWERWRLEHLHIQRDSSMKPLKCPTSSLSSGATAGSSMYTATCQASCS
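Readout was luciferase luminescence, measured 12 min after detection reagent at room temperature. Beforehand, GLP-1R reporter HEK293 cells had sat 12 h, then received compounds for 24 hr at 37 deg C.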
* = called active by the depositor; ? = inconclusive; . = no result given; [ ] = dose if it differs, or a comment. Calls come from the whole dose curve; as a rule, active = well fitted curve in the direction sought with a large enough effect; inconclusive = small, poorly fitted or top-dose-only effect, or another doubt; inactive = no such curve, though single readings can be large; an effect the other way counts as inactive or inconclusive. Potency is the fitted concentration of half-maximal effect. These rows are one share of the data; count on the stated rates, not on these rows.

Results follow in this order: HEK293 tox	KB-3-1 cytotox	GLP1R inv ag	TDP-43 yeast inh	KB-V1 cytotox
COc1ccc(C2C(=O)N(C3CCCCCC3)CC(=O)N2CCc2ccc(OC)c(OC)c2)cc1 (centres undefined)
→ -9.1%	.	9.4%	-33.0%[inhibitor]	.
Cc1c(C(=O)N2CCOCC2)oc2c1-c1nn(CC(=O)NCc3cccc(F)c3)cc1CC2
→ 4.0%	.	-6.9%	4.4%	.
CC(=O)c1ccc(NC(=O)CCc2c(C)nn(-c3ccc4nncn4n3)c2C)cc1
→ -1.4%	.	-10.3%	9.2%	.
N#C/C(=C\c1ccc(OCc2ccc(Cl)cc2Cl)cc1)c1nc2ccccc2[nH]1
→ 15.6%	.	2.9%	5.5%	.
Cc1cccc(-c2noc(CN(C(C)C)S(=O)(=O)c3ccc(Br)cc3)n2)c1
→ 19.6%	.	?	9.9%	.
CCOc1ccc(C(=O)Nc2nnc(S(=O)(=O)N(CC)c3ccccc3C)s2)cc1
→ -20.9%	.	?	15.5%	.
CCOC(=O)c1cnc2ccc(OCC)cc2c1NCCc1ccc(OC)c(OC)c1
→ 2.0%	.	10.3%	15.2%	.
Cc1cc(Cl)ccc1NC(=O)c1cc(S(=O)(=O)N2CCOCC2)cn1C
→ -5.5%	.	-3.0%	10.4%	.
O=C(Cn1c(=O)nc(-c2ccccc2)c2ccccc21)Nc1ccc(Cl)c(C(F)(F)F)c1
→ -9.0%	.	9.1%	21.5%	.
Cc1nc(SCC(=O)Nc2ccc(C)c(Cl)c2)cc(-c2ccccc2)n1
→ -7.7%	.	-0.2%	18.0%	.
Cc1cccn2c(=O)c3cc(C#N)c(=O)n(-c4nnc(SCc5ccc(Cl)cc5)s4)c3nc12
→ 48.7%[activator]	.	4.3%	16.0%	.
COc1ccc(-n2cc(-c3ccccc3)c3c(NCCc4ccc(OC)c(OC)c4)ncnc32)cc1
→ -10.8%	.	?	?	.
Cc1cc(C)cc(NC(=O)CCCN2C(=O)COc3ccc(C)cc32)c1
→ 3.5%	.	-4.6%	16.7%	.
CCOC(=O)c1cc(-c2ccccc2)n(CC(=O)NCc2ccc(C)cc2)c1C
→ -0.9%	.	5.3%	11.7%	.
CC(C)CCN(C(=O)Nc1ccc(Cl)c(Cl)c1)C(C)c1cccs1 (centres undefined)
→ -1.8%	.	?	5.9%	.
O=C(Cc1csc2ccccc12)NCc1ccc(F)cc1
→ -0.1%	.	-14.4%	12.6µM*	.
COc1ccc(CNC(=O)Cn2c(=O)nc(-c3ccccc3F)c3cc(Cl)ccc32)cc1
→ 5.4%	.	-11.7%	16.5%	.
O=C(NC1CC(=O)N(c2cccc(F)c2)C1)c1cccs1 (centres undefined)
→ 3.3%	.	7.1%	18.2%	.
COc1ccc(Cn2c(C(=O)O)c(CNCc3ccccc3F)c3ccc(OC)cc32)cc1
→ ?	.	-28.3%	15.4%	.
CCOC(=O)CSc1nc(-c2ccc(C)cc2C)cc(-c2ccccc2)c1C#N
→ 0.7%	.	-8.7%	9.3%	.
Cc1ccc(-c2nnc(SCc3ccccc3)o2)cc1
→ 16.7%	.	8.6%	?	.
CN1C(=O)c2ccccc2Sc2ccc(NC(=O)NCc3ccccc3Br)cc21
→ -16.5%	.	?	5.3%	.
Cn1nnc2c(NCc3ccccc3)ncnc21
→ -2.0%	.	1.2%	20.7%	.
CC(=O)N1CCOc2cc(S(=O)(=O)Nc3cccc(C(F)(F)F)c3)c(Cl)cc21
→ -1.5%	.	?	25.6%	.
CCCN(CCC)CCCNC(=O)Cn1ncn2c(cc3sc(CC)cc32)c1=O
→ -4.3%	.	0.1%	12.3%	.
O=C(NC1CCCCC1)c1ccc2c(c1)sc1nc(-c3ccccc3)cn12
→ 1.3%	.	-0.3%	15.8%	.
Cc1ccc2occ(CC(=O)Nc3c(C)cccc3C)c2c1
→ -6.8%	.	0.6%	12.6µM*	.
O=C(c1ccco1)N1CCN(c2nc3ccc(Cl)cc3s2)CC1
→ 2.4%	.	-10.0%	11.2µM*	.
CCN(CC)c1ccc2nc3c(=O)n(C)c(=O)n(C)c3nc2c1
→ -11.6%	.	0.2%	5.0%	.
COc1cccc(N2CC(NC(=O)/C=C\c3ccccc3)CC2=O)c1 (centres undefined)
→ 0.3%	.	0.6%	24.3%	.

(more compounds)
Results follow in this order: HEK293 tox	KB-3-1 cytotox	GLP1R inv ag	TDP-43 yeast inh	KB-V1 cytotox
Cc1ccc(CNC(=O)c2nc(SCc3ccccc3F)ncc2Cl)cc1
→ 12.5%	.	-0.6%	1.8%	.
O=C(NC1CC(=O)N(c2ccc(F)cc2)C1)c1ccc2c(c1)OCO2 (centres undefined)
→ 5.5%	.	8.2%	21.1%	.
Cc1ccccc1NC(=O)c1ccc2[nH]c(C)c(C)c2c1
→ -10.8%	.	-15.3%	?	.
O=C(NCc1ccccc1Cl)c1ccccc1NC(=O)c1nsc2ccccc12
→ -1.0%	.	1.7%	-5.3%	.
COc1ccccc1CCNC(=O)c1cc2c(=O)n3cccc(C)c3nc2n1C
→ -2.5%	.	-4.0%	?	.
CCOC(=O)N1CCc2c(sc3c2c(=O)n(CCc2ccccc2)c(=O)n3Cc2ccc(F)cc2)C1
→ 4.6%	.	0.1%	-8.3%	.
COCCn1c(CNC(=O)c2cc([N+](=O)[O-])ccc2Cl)nc2cccnc21
→ -8.3%	.	19.6%	19.9%	.
CCOc1ccc(NC(=O)c2c(NC(=O)c3ccccc3Br)sc3c2CCC(C)C3)cc1 (centres undefined)
→ 1.5%	.	2.6%	?	.
O=C(CSc1ccccc1)N1CCc2c([nH]c3ccccc23)C1c1ccc(Cl)cc1 (centres undefined)
→ 0.9%	.	5.01µM*	-2.7%	.
CNC(=O)Cn1c(=O)c2cccn2c2ccc(F)cc21
→ -13.9%	.	3.9%	-6.1%	.
CN(C)c1ccc(-c2c3ccccc3nc3ccccc23)cc1
→ .	?	.	.	-0.8%
C=C1OC(CO)(n2cnc3c(N)ncnc32)C(O)C1O (centres undefined)
→ .	6.2%	.	.	-2.3%
COc1cc(OC)c(OC)cc1/C=C1\C=Cc2ccccc21
→ .	?	.	.	-1.4%
CC1(C)CC(=O)c2cc(C(=O)NCc3ccccc3)c(=O)[nH]c2C1
→ .	?	.	.	20.8%
C[N+]1(CC(=O)c2ccc(Cl)c(Cl)c2)CCOCC1
→ .	16.0%	.	.	0.8%
O=Cc1cc2ccccc2cc1O
→ .	26.0%	.	.	7.1%
O=C1CCCC2=C1C1(CCCC1)N=C(Nc1nc3cc(Br)ccc3o1)N2
→ .	-39.0%	.	.	6.5%
CCCN(CCC)c1ccc(/C=C/c2ccnc3ccccc23)cc1
→ .	?	.	.	?
Cc1ccc(OCCNC(=O)CNC(=O)Cc2cccc3ccccc23)cc1
→ .	5.8%	.	.	-1.9%
COc1ccc(C(=O)NC(c2ccc(OC)c(OC)c2)c2cc(Cl)c3cccnc3c2O)cc1 (centres undefined)
→ .	0.0%	.	.	-11.4%
CC(=O)C[C@H]1c2cc(F)cc(F)c2S(=O)(=O)N1C1CCN(Cc2ccccc2)CC1
→ .	?	.	.	?
CC[N+](C)(C)c1ccc(/C=C/c2ccc3ccccc3n2)cc1
→ .	2.91µM*	.	.	-13.5%
CN(C)c1ccc(/C=C/c2c3c(nc4ccccc24)CCCC3)cc1
→ .	-1.5%	.	.	-27.7%
Cc1ccc2c(/C=C/c3ccc(N(C)C)cc3)c(C)cnc2c1
→ .	?	.	.	-27.3%
CCOC(=O)Nc1ccc(/C=C/c2ccnc3ccccc23)cc1
→ .	0.0%	.	.	-20.1%
Brc1cc(Br)c[n+](CCc2ccccc2)c1
→ .	-24.6%	.	.	-8.5%
CN(C)c1ccc(C(I)C(I)c2ccnc3ccccc23)cc1 (centres undefined)
→ .	?	.	.	?
CCc1nnc(NC(=O)c2ccccc2NC(=O)C2CCN(C(=O)c3ccco3)CC2)s1
→ .	?	.	.	13.9%
CCc1ccc(OCCCCn2c(CCNC(=O)C3CCCCC3)nc3ccccc32)cc1
→ .	?	.	.	-8.1%
Cc1ccc(CNc2ncnc3nc[nH]c23)cc1
→ .	0.0%	.	.	11.5%

Entries from the list above containing bromine (5):
Results follow in this order: HEK293 tox	KB-3-1 cytotox	GLP1R inv ag	TDP-43 yeast inh	KB-V1 cytotox
Cc1cccc(-c2noc(CN(C(C)C)S(=O)(=O)c3ccc(Br)cc3)n2)c1
→ 19.6%	.	?	9.9%	.
CN1C(=O)c2ccccc2Sc2ccc(NC(=O)NCc3ccccc3Br)cc21
→ -16.5%	.	?	5.3%	.
CCOc1ccc(NC(=O)c2c(NC(=O)c3ccccc3Br)sc3c2CCC(C)C3)cc1 (centres undefined)
→ 1.5%	.	2.6%	?	.
O=C1CCCC2=C1C1(CCCC1)N=C(Nc1nc3cc(Br)ccc3o1)N2
→ .	-39.0%	.	.	6.5%
Brc1cc(Br)c[n+](CCc2ccccc2)c1
→ .	-24.6%	.	.	-8.5%

Going on with the list:
Results follow in this order: HEK293 tox	KB-3-1 cytotox	GLP1R inv ag	TDP-43 yeast inh	KB-V1 cytotox
COc1cc2nc(N3CCCN(C)CC3)nc(NC3CCN(C)C3)c2cc1OC (centres undefined)
→ .	?	.	.	-10.2%
COc1cc(OC)c(/C=C/c2ccc3ccccc3n2)c(OC)c1
→ .	0.517µM*	.	.	-5.2%
Cc1ccnc2cc(Cl)cc(Cl)c12
→ .	7.8%	.	.	-5.2%
CC(=O)NCCCc1ccc(C(=O)COC(=O)CNC(=O)c2ccc3ccccc3c2)cc1
→ .	?	.	.	?
COc1ccccc1CNC(=O)Nc1nnc(-c2ccncc2)s1
→ .	?	.	.	0.0%
O=Cc1ccc(N2CCOCC2)cc1
→ .	9.8%	.	.	6.8%
C(=C\c1nc2ccccc2nc1/C=C/c1ccc2c(c1)OCO2)/c1ccc2c(c1)OCO2
→ .	?	.	.	-12.4%
O=S(=O)(c1ccc(OC(F)(F)F)cc1)N1CCN(c2nc(-c3cccs3)nc3ccccc23)CC1
→ .	48.5%	.	.	43.1%
COc1cc(/C=c2\[nH]c(=O)/c(=C/c3cc(OC)c(OC)c(OC)c3)[nH]c2=O)cc(OC)c1OC
→ .	?	.	.	0.0%
O=C(NCCc1nc2ccccc2n1CCOc1ccccc1)C1CCCCC1
→ .	0.0%	.	.	0.0%
Cc1cc(C)c2nccc(/C=C/c3ccc(N(C)C)cc3)c2c1
→ .	?	.	.	?
O=C1CCCC2=C1C1(CCCC1)N=C(Nc1nc3ccccc3n1Cc1ccccc1)N2
→ .	0.0%	.	.	-8.7%
Cc1cccc(-c2nn(-c3ccccc3)cc2CNCCO)c1
→ .	-7.6%	.	.	1.8%
O=S(=O)(c1ccc(OC(F)(F)F)cc1)N1CCN(c2nc(-c3ccccc3)nc3ccccc23)CC1
→ .	0.0%	.	.	12.8%
COc1ccc2[nH]c(C)c(C(=O)CNc3nccs3)c2c1
→ .	6.1%	.	.	14.9%
COc1ccc(CCC(=O)NO)cc1
→ .	2.4%	.	.	?
Cc1[nH]c2ccccc2c1/C=C/c1c[nH]c2ccccc12
→ .	0.0%	.	.	26.4%
C=C[C@@H]1c2cc(C)ccc2N(S(=O)(=O)c2ccc(C)cc2)[C@H](c2ccc(C(=O)OC)cc2)C1(C#N)C#N
→ .	6.4%	.	.	-13.0%
O=C(O)C#CC(=O)O
→ .	6.9%	.	.	7.1%
CN(C)c1ccc(/C=C/c2ccnc3cc(Cl)ccc23)cc1
→ .	?	.	.	0.0%
CN(C)c1ccc(/C=C/c2ccnc3c(O)ccc(O)c23)cc1
→ .	1.8%	.	.	-7.7%
C=CC[C@H](c1ccc(F)cc1)N(CC(C)C)S(=O)(=O)C=C
→ .	?	.	.	-5.8%
C[n+]1ccc(/C=C/c2ccc(C=S)cc2)c2ccccc21
→ .	?	.	.	16.4%
